# MRP1 act = activates MRP-1. H69AR cells + doxorubicin, viability rescue, CellTiter-Glo. viability increase, % at 10 µM. 0.61% of 140,000 active;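 active = viability gain under doxorubicin at or above a set limit, the compound median plus 3 SD, cut at about 4.7% in these data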;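 note: MRP-1 overexpressing cells given doxorubicin 25 µM after compound pretreatment; 18-22 h compound pretreatment then 72 h with doxorubicin before readout; 0% = doxorubicin-only wells and 100% = vehicle-treated cells without doxorubicin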
# Yeast growth inh = chemicals that inhibit yeast BB579 growth in restrictive medium (lifespan-shortening candidates); S. cerevisiae BB579 growth, OD615, 48 h; inhibition, % at 10 µM; 0.51% of 140,000 active; AID 804;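 active = inhibition above a set limit, 3 SD over the mean compound inhibition, cut at about 44% in these data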; note: inactives centre near -24
#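 test system = yeast BB579 (DeaD) | buffer or medium = restrictive CSMM-D medium | doses = single compound dose of 10 µM, 0.25% DMSO final | times = 4 h preincubation and 48 h exposure at 30 °C | technique = culture absorbance at 615 nm | benchmarks = amphotericin B 10 µg/mL, positive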
# Measles CPE = protection of cells from measles virus; AID 841; 1.5% of 140,000 active; Measles virus-infected cells, CPE protection, absorbance; protection (pct of control), % at 4 µM; in the data active = protection mostly above about 24%, no sharp cut-off; inactive = mostly below about 26%; note: some compounds called inactive have numbers as strong as hits
# GALR2 antag = antagonists of human galanin receptor 2 (GALR2); O43603; GALR2-expressing cells, antagonist mode; inhibition, % at 4 µM; 0.39% of 140,000 active; AID 828; in the data active = inhibition above about 27%;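 note: cells stimulated with galanin 1-16 at roughly its EC80; 0% = agonist challenge control and 100% = basal control without agonist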
# Target sequence (O43603 whole entry, looked up): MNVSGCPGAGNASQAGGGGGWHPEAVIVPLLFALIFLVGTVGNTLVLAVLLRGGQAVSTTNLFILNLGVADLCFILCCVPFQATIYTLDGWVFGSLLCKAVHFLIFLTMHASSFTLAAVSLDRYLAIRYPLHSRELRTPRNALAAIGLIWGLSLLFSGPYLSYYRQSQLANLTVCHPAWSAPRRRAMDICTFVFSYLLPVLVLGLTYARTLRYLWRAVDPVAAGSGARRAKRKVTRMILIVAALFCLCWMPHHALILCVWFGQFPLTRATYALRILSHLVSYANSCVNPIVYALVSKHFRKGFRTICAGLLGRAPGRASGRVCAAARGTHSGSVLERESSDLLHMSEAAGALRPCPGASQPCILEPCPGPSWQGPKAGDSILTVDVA
# NPY Y2 blocker = NPY-Y2 (human) receptor antagonism; inhibition, % at 2.7 µM; NPY-Y2 expressing cells, antagonist mode; 0.99% of 140,000 active; in the data active = inhibition above about 17%;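 note: 0% = vehicle with agonist challenge and 100% = reference antagonist with challenge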
# Target sequence (P49146 whole entry, looked up): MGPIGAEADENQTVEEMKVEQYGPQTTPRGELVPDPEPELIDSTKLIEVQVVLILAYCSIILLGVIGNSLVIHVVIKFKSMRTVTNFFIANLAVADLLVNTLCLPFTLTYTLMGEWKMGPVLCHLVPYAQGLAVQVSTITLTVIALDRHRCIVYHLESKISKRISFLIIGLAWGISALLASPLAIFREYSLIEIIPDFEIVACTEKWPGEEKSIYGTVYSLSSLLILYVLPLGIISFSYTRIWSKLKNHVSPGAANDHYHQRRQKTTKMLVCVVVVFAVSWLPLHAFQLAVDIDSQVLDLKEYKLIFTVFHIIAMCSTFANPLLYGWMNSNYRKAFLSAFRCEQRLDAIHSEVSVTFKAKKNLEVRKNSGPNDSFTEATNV
# HCT116 bCat-KO = beta-catenin-lacking colon tumor cell growth suppression; HCT116 beta-catenin knockout viability, CellTiter-Glo, 60 h; hits give low values; 1.5% of 140,000 active; viability, % at 10 µM;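 active = viability at or under a set limit, the compound median less 4 SD, cut at about 6% in these data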;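 note: 0% = Hyamine 1622 control at 20 µM and 100% = untreated cell control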
# PTEN del growth = growth suppressors of cells with PTEN tumor suppressor deletion; viability, % at 10 µM; HCT116 PTEN-null viability, CellTiter-Glo, 60 h; hits give low values; 1.2% of 140,000 active; AID 827;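 active = viability at or below a set limit, 4 SD under the median of all tested compounds, cut at about 3.7% in these data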;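 note: PTEN knockout HCT116 line with beta catenin targeted HCT116 as companion control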
# E-sel TNF inh = TNF alpha driven E-selectin expression inhibition; HUVEC TNFa-induced E-selectin immunofluorescence, high content; inhibition, % at 2 µM; 0.71% of 120,000 active; AID 1246;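 active = inhibition above the batch mean plus 3 SD, and confirmed as a hit on visual image review, cut at about 43% in these data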;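 note: 0% = TNF-stimulated DMSO wells and 100% = unstimulated control wells; not every result past the cut was called active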
# Yeast life ext = extends the lifespan of yeast. S. cerevisiae growth with nicotinamide, OD615; deaD strain in restrictive glucose medium. inhibition of the nicotinamide effect, % at 10 µM. 0.68% of 130,000 active;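 active = inhibition above a set limit, placed 3 SD over the median of all compounds, cut at about 26% in these data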;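 note: 0% = nicotinamide-treated wells and 100% = cells grown without nicotinamide; some compounds called inactive have numbers as strong as hits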
#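 Assay system: DeaD-strain S. cerevisiae. Medium: CSMM-D glucose medium, restrictive. Reagent: nicotinamide, 1.5 mM, co-present with compound. Compound: 10 µM single point, 0.25% DMSO. Schedule: culture preincubation 4 h, compound exposure 48 h, both 30 °C. Detection: absorbance at 615 nm.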
# Phagocyt inh = inhibitors of macrophage phagocytosis. J774A.1 macrophage IgG-bead phagocytosis, imaging. inhibition, % at 5 µM. 0.07% of 110,000 active;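 active = inhibition above the mean of the plate negative controls plus 5 SD, cut at about 13% in these data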;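 note: phagocytic index as fraction of beads internalized from green versus red external bead signal; plate controls were DMSO negative control for no effect and cytochalasin-D positive control for full effect; some results beyond the cut were filed as inactive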
# Active calls of the source: *; x = no result given.
SMILES,MRP1 act,Yeast growth inh,Measles CPE,GALR2 antag,NPY Y2 blocker,HCT116 bCat-KO,PTEN del growth,E-sel TNF inh,Yeast life ext,Phagocyt inh
CCn1c(C2CC(=O)N(c3ccc(C)c(C)c3)C2)nc2ccccc21 (stereo unspecified),x,x,x,10,2,x,x,0,x,-2
COc1cccc(/C=N/Nc2cc(-n3nc(C)cc3-c3ccccc3)ncn2)c1O,-4.6,-26,5,16,3,3.8*,3.5*,x,5,-12
CCc1nc(NCCCN2CCOCC2)c2oc3ccccc3c2n1,-4.6,-17,7,9,2,102,90,-15,5,-2
NC(=O)c1cc[n+](CC2=C(C(=O)O)N3C(=O)[C@@H](NC(=O)C(c4ccccc4)S(=O)(=O)[O-])[C@H]3SC2)cc1 (stereo partly specified),-0.5,-44,39,9,-2,96,95,x,3,x
CC12CN(Cc3ccccc3)CC(C)(CN(Cc3ccccc3)C1)C2=NO,-0.2,-20,3,0,28*,62,74,x,-10,4
CC(C)(C)NC(=O)c1ccnc(C(C)(C)C)c1,-0.1,-46,2,6,-1,96,102,x,-7,0
CCCCCOc1ccc(C(=O)NCC2(c3ccccc3)CCOCC2)cc1,0.7,30,6,4,4,76,75,18,-28,1
CC(C)(C)n1nnnc1CN1CCN(C(c2ccccc2)c2ccccc2)CC1,0.4,-41,8,-8,2,94,95,15,x,x
O=C(CCn1c(=O)oc2ccccc21)Nc1ccon1,3.0,-15,5,-1,-3,92,95,5,x,x
COc1cc(S(=O)(=O)NCc2cccnc2)ccc1F,-0.2,-18,8,-6,4,103,105,-9,-3,x
CCOc1cc(/C=C/c2cc(C(=O)O)c3ccccc3n2)ccc1OC,2.9,-36,4,4,3,91,93,7,-3,-1
COC(=O)c1ccc(N(CC(=O)NC2CCCC2)C(=O)CNC(=O)c2ccco2)cc1,0.6,7,5,-3,1,91,92,x,-10,-2

# As entered above:
# COc1cc(S(=O)(=O)NCc2cccnc2)ccc1F @ Yeast life ext: -3
# COc1cccc(/C=N/Nc2cc(-n3nc(C)cc3-c3ccccc3)ncn2)c1O @ NPY Y2 blocker: 3

# Going on with the list:
SMILES,MRP1 act,Yeast growth inh,Measles CPE,GALR2 antag,NPY Y2 blocker,HCT116 bCat-KO,PTEN del growth,E-sel TNF inh,Yeast life ext,Phagocyt inh
CCC(=O)Nc1nc(C)c(-c2csc(Nc3ccc(S(=O)(=O)Nc4cc(C)on4)cc3)n2)s1,1.2,-19,15,2,1,108,107,-2,-19,2
N=c1c2c(n(Cc3ccc(Cl)cc3)c3c1CCC3)CCC2,-0.5,-17,6,1,1,9,11,-4,13,-1
CCN(CC)C(=O)Oc1cc(=O)n(C)c2ccccc12,0.0,-28,16,-5,4,101,101,x,-1,-1
CCCS(=O)(=O)N1CCC(C(=O)NCCCOC(C)C)CC1,-2.9,-22,18,3,0,99,103,x,-1,-1
CCOc1cccc(Nc2cc3n(c(=O)n2)CCc2cc(OC)c(OC)cc2-3)c1,0.0,-21,19,10,18*,98,94,-10,-11,2
C=CCn1c(O)c(C(CC)=Nc2ccccc2NC(=O)CC)c(=O)[nH]c1=O,-3.9,1,18,-3,0,92,84,-9,0,0
COc1ccc(CNC(=O)C(c2ccco2)N(C(=O)CNS(=O)(=O)c2ccccc2)c2ccccc2C)cc1 (stereo unspecified),-2.1,-24,3,2,5,82,69,1,0,-3
Cc1sc2ncnc(N(C)Cc3cccs3)c2c1C,-2.5,12,13,1,14,49,56,13,-11,-2
CC(Nc1nc(N2CCCC2)nc2ccccc12)c1ccccc1 (stereo unspecified),-5.1,5,4,13,55*,1.2*,2.8*,-34,-1,1
O=c1c2ccccc2nc(-c2ccco2)n1CCCn1ccnc1,-0.6,-11,12,6,-1,86,88,x,-2,-4
CCCCc1n[nH]c2c1C(=O)CC(C)(C)C2,-2.6,-38,22,9,4,99,109,-21,-5,2
CC(=O)c1cc2c(cc1NC(=O)c1cc3nc(C(C)C)cc(C(F)(F)F)n3n1)OCO2,-0.6,-71,4,-7,2,78,96,-24,-10,0
COc1ccc(/C=C/C(=O)c2sc(-c3ccc(Cl)cc3)nc2C)cc1,-3.9,-37,3,-11,1,58,64,x,5,2
COc1ccnc(Oc2ccc(F)cc2)c1C(=O)N/C=N/OCc1ccc(F)cc1Cl,-1.7,-9,15,1,7,84,71,1,-19,-2
O=C1OC(N2CCN(C(=O)C3CCCO3)CC2)c2ccccc21 (stereo unspecified),-0.2,-30,5,7,1,82,85,x,-15,4
O=C(NC(=S)Nc1ccc(S(=O)(=O)N2CCCCC2)cc1)c1cccs1,-2.1,-37,13,-4,4,81,76,-27,-1,-3
O=C(/C=C/c1ccc(OC2CSC2)cc1)c1ccccc1,-4.9,-46,8,-4,4,43,34,54,-8,x
C/C(=N\Nc1nc2c(s1)CCCC2)c1ccccc1,-2.5,63*,11,14,-2,74,77,26,-19,1
CCSc1nnc(NC(=O)c2ccc(C)cc2)s1,1.5,-23,4,-2,1,93,93,-5,-27,0
Cc1cc(C)c2nc3s/c(=C/c4ccc5c(c4)n(C)c(=O)n5C)c(=O)n3c2c1,-0.4,-64,6,-8,2,98,113,-50,-5,1
O=C(Nc1ccccc1Cl)c1cc(S(=O)(=O)N2CCCC(C(=O)O)C2)ccc1F (stereo unspecified),-1.3,-33,2,-9,3,97,108,x,-6,2
O=C(NNc1c(Cl)cc(Cl)cc1Cl)C1CCC1,-1.6,-4,15,-12,0,91,93,x,8,-4
COc1ccc(C(=O)Nc2ccc(F)cc2F)cc1OC,2.3,2,4,4,0,111,105,11,-29,x
Cc1cc(C)n(CC(=O)N2c3ccccc3Sc3ccccc32)n1,-1.2,-21,13,11,1,100,100,3,-11,-1
Cc1nc(-c2coc3c(CN(C)C)c(O)ccc3c2=O)cs1,-2.3,-31,35*,1,-1,78,86,5,3,2
COc1ccc(OC)c(-n2nnnc2SCC(=O)NCCc2ccccc2)c1,-0.3,-32,2,9,5,87,87,-2,0,0
C/C(=N\NC(=O)C1CCCN(S(=O)(=O)c2ccccc2)C1)c1cccnc1 (stereo unspecified),0.2,-2,12,4,9,102,99,-8,-9,-1
Cc1ccc(-c2cc(C(F)(F)F)n3ncc(C(=O)N4CCCc5ccccc54)c3n2)cc1,-0.4,-36,2,-8,5,89,99,-3,x,x
O=C(Nc1ccccc1N1CCCCC1)c1ccccc1F,-1.4,-16,5,7,5,73,84,x,-7,0
CCCc1nc(Cl)c(C#N)c2c1CCCC2,-1.9,0,8,-3,3,103,100,-15,-3,-10
CCOc1ccc(S(=O)(=O)N2CCN(C(=O)c3cccn3C)CC2)cc1,-0.8,-16,3,8,-2,89,100,-16,-1,2
O=[N+]([O-])c1cccc(/C=C2\CCC(/C=N/Nc3ccc4ccccc4n3)=C2N2CCOCC2)c1,-3.1,-44,11,6,-2,38,41,-20,1,-9
C/C(=N\O)c1ccccc1C(=O)O,-2.5,-14,4,11,-1,87,89,-7,-5,-4
COc1cccc(C(=O)NC(=S)Nc2ccc3oc(=O)ccc3c2)c1,-1.2,-23,16,-8,3,80,95,-32,-3,2
Cc1cccc(-c2nnc(SCc3nc4ccccc4[nH]3)n2Cc2ccco2)c1,-2.6,-48,21,1,6,89,79,20,-8,-2
N#Cc1c(NC(=O)CSc2n[nH]c(Cc3ccccc3)n2)oc(-c2ccccc2)c1-c1ccccc1,-3.0,-9,15,8,2,99,93,-19,-15,3
Cc1ccc(OCc2ccoc2C(=O)O)cc1C,-1.0,12,14,11,3,97,105,-23,3,-2
O=C(CCN1CCN(c2ccccc2F)CC1)Nc1ccccc1F,-0.3,-38,14,-12,6,89,99,x,-5,x
COCCOC(=O)/C=C1/NC(=O)CS1,-3.5,-40,27,-3,0,96,101,-1,-7,-1
Cc1ccc(NC(=O)CCC(=O)c2ccc(F)cc2)cc1Cl,-0.4,-19,2,3,9,102,92,16,-5,x
O=C(Nc1nc(C2C3CC4CC(C3)CC2C4)cs1)c1cc2cc([N+](=O)[O-])ccc2oc1=O (stereo unspecified),-1.9,-96,24,-8,1,75,100,x,-7,0
CCCOc1ccccc1C1NC(=O)NC(C)=C1C(=O)OCCOCC (stereo unspecified),-2.5,-38,30,-11,3,78,85,-3,-19,0
COc1cc2c(cc1NC(=O)Nc1ccc(C)cc1)oc1ccccc12,-2.5,-53,9,3,-3,95,91,-15,-23,0
Cc1ccc(NC(=S)NNc2ncc(C(F)(F)F)cc2Cl)cc1,-3.0,-27,13,4,1,82,79,25,-3,-6
Cc1ccc(CSCCNS(C)(=O)=O)cc1,0.1,-10,14,-5,0,102,93,-17,-8,-1
O=C(O)c1ccc(-n2nnnc2Oc2ccccc2C(=O)N2CCOCC2)cc1,-0.1,-11,2,-6,2,86,92,19,-9,-2
CCSCCc1nnc(NC(=O)Nc2cccc(C(F)(F)F)c2)s1,-6.0,-17,10,-1,2,4.5*,3.7*,-15,2,6
CCN(CC)C(=O)n1cnc(-c2ccccc2)c1-c1ccccc1,-1.5,-43,5,-1,3,84,85,x,1,1
CC(c1ccco1)N(C(=O)c1cccs1)c1ccccn1 (stereo unspecified),-1.0,25,3,14,2,82,88,-1,-3,-2
Cc1ccc(C(=O)OC2CCN(c3ccc([N+](=O)[O-])cc3)CC2)cc1,-2.1,-29,3,-9,2,91,91,x,1,-2
Cc1c(Cl)cccc1NC(=O)CC1SCCNC1=O (stereo unspecified),-0.8,-64,17,1,3,104,113,-6,-4,0
Cc1ccc(NC(=O)N2CCCC2C(=O)NCCc2ccccc2)cc1 (stereo unspecified),-0.1,-30,7,2,3,98,104,19,-3,-1
O=C(Nc1ccc(N2CCOCC2)cc1)c1cccc(S(=O)(=O)N2CCCCC2)c1,1.0,-35,12,9,3,94,100,6,-6,0
COC(=O)c1cnn2c(C)c(Cc3cccc(F)c3)c(C)nc12,-3.1,-31,12,2,2,91,81,1,1,x
CCN(C(=O)COC(=O)CNC(=O)c1ccc(C)c(C)c1)C1CCS(=O)(=O)C1 (stereo unspecified),-2.4,-11,4,3,3,98,104,12,-2,4
CNC(=O)c1ccc(-n2nc(C)cc2-c2ccccc2)cc1,-3.4,-3,18,2,1,92,101,-14,-13,x
COc1ccccc1-c1cc(C(=O)Nc2cccnc2)no1,-2.6,8,1,-6,13,17,18,-60,-9,x
CCCC(=O)Nc1cccc(NC(=O)c2ccc(C)c([N+](=O)[O-])c2)c1,-1.7,-28,0,7,-2,89,89,-10,-5,-2
Fc1ccc(N2CCN(/C=C/c3nnnn3-c3ccccc3)CC2)cc1,-1.5,-9,13,14,4,62,64,x,3,-5
CCCC(=N)C1=C(O)CC(CC(C)SCC)CC1=O (stereo unspecified),0.5,-9,7,12,0,100,85,-15,-9,1

# Screening data: PubChem BioAssay, several laboratories

# Rows were taken by chance. Share with any hit: about 6.4%.
